# RmlC RmlD mix – RmlC and RmlD coupled enzyme inhibitors, primary screen, biochemical, 384-well, compound mixtures, retest; RmlC/RmlD coupled enzyme inhibition, 384-well mixture HTS; inhibition, % at 5.5 µM; hit rate 0.39% among 110,000; AID 1532, 2009; in the data active = inhibition above about 30%, passing the limit was not always enough; inconclusive = no clear call, values can overlap the other calls; note: strong numbers were not always called active
# RT RNaseH block – HIV-1 RT RNase H inhibitors, primary screen, biochemical, fluorescence; Gag-Pol polyprotein (Human immunodeficiency virus type 1 group M subtype B (isolate …; hit rate 1.9% among 65,000; AID 565, 2006; inhibition, % at 10 µM; RT-RNase H RNA/DNA duplex cleavage; in the data active = inhibition above about 50%
# Active calls of the source: *; i = inactive; ? = inconclusive; · = no result given. This is a subset; the hit share may differ from the screen's.
SMILES,RmlC RmlD mix,RT RNaseH block
O=C(Cc1ccc(Cl)c(Cl)c1)OCC(=O)c1ccc[nH]1,0,-43
Nc1ccc(CN2CCN(c3ccc4ccccc4n3)CC2)cc1,·,-7
NC(=O)c1ccc(NC(=O)CCCN2C(=O)c3ccccc3C2=O)cc1,7,·
CSc1ccc(S(=O)(=O)NCc2ccc(Cl)cc2)cc1,-10,48
CCCn1c(=NC(=O)c2ccc3c(c2)OCO3)c(C#N)cc2c(=O)n3cccc(C)c3nc21,·,-6
CCOCCCNC(=O)C1CCCN1S(=O)(=O)c1ccc(Cl)cc1 (stereo unspecified),-12,-5
C=CCOC(=O)C1=C[C@H](c2coc3ccccc3c2=O)C[C@H](OCc2ccc(CO)cc2)O1,7,·
COC(=O)CCSCC(=O)Nc1nnc(C)s1,-8,-5
O=C(Nc1ccc(N2CCN(C(=O)c3ccc(Cl)cc3)CC2)cc1)c1cccnc1,8,-1
COc1ccc(OC)c(S(=O)(=O)N(C)CC(=O)N2CCN(c3cccc(Cl)c3)CC2)c1,-11,-1
C=CCOC(=O)C1=C[C@@H](c2csc3ccccc23)C[C@@H](OCc2ccc(CO)cc2)O1,6,·
COc1ccc(/C=N/NC(=O)Cc2csc(Nc3cccc(C(F)(F)F)c3)n2)cc1C,-62,·
O=C(NC1(C(F)(F)F)N=C2SCCN2C1=O)c1ccccc1 (stereo unspecified),3,·
CN1CCCN(S(=O)(=O)c2ccc3c(c2)OCCO3)CC1,8,·
COc1ccccc1Oc1coc2cc(OC(=O)N3CCOCC3)ccc2c1=O,5,-6
CCOc1cccc(C2C(C(=O)c3ccc(C)o3)=C(O)C(=O)N2Cc2ccncc2)c1 (stereo unspecified),i,-3
CCc1ccc(CNC(=O)C2CCC(=O)N2C2CCCCC2)cc1 (stereo unspecified),14,·
CCOC(=O)c1cc2occc2n1CC(=O)N1CCOCC1,-17,1
CC1(C)CC(=O)C2=C(C1)N=C1c3ccccc3C(=O)C1C2c1ccc(Cl)cc1 (stereo unspecified),18,·
CCN(CC)C(=O)COc1ccc(CC(=O)O)cc1OC,-8,-7
Cc1cc(C)cc(OCc2nc3ncc(Br)cc3[nH]2)c1,7,·
COc1cccc(Oc2cnc(N)nc2-c2ccc(OC)cc2O)c1,11,-36
CC(C)C(CCNC(=O)CC(Cc1ccccc1)c1ccco1)c1ccco1 (stereo unspecified),14,·
CC(C)CCOc1ccc(C(CC(N)=O)C(=O)O)cc1 (stereo unspecified),9,·
CCc1nc(SCC(=O)c2cccs2)c2oc3ccccc3c2n1,-5,·
COc1ccc(C)cc1-n1nnnc1SCc1cc(=O)n2cc(C)ccc2n1,9,-56
COc1c2ccoc2c(OC[C@@H](O)C(C)(C)OC)c2oc(=O)ccc12,-4,·
CCOc1ccc(-c2cn[nH]c2N)cc1,3,·
CCOc1cc(C)c(C(C)C)cc1S(=O)(=O)N1CC(C)OC(C)C1 (stereo unspecified),-11,-1
CCOC(=O)c1c(NC(C)=O)sc2c(OC)cccc12,6,·
Cc1cc(N(C)C)nc(SC(C)C)n1,-22,-11
COc1ccc(N2CCN(C(c3cc(OC)ccc3OC)c3nnnn3CC3CCCO3)CC2)cc1 (stereo unspecified),-15,·
CCCCn1c(SCc2ccc(Cl)cc2)nc2c1c(=O)[nH]c(=O)n2C,-15,54*
CCn1c(SCC(=O)Nc2nnc(C)s2)nnc1-c1ccncc1,7,-6
Cc1ccc(S(=O)(=O)N2CCN(S(C)(=O)=O)C2)cc1,-8,8
S=C1COC(c2ccccc2)N1c1ccccc1 (stereo unspecified),-12,·
N#CC1=C2SCN(Cc3ccco3)CN2C(=O)CC1c1ccc(Cl)cc1 (stereo unspecified),5,54*
Cc1ccc(/C=C/C(=O)c2nc3ccccc3[nH]2)cc1,8,·
O=C(COc1ccc2ccccc2c1)NC1=NCCS1,-9,·
CCOc1ccccc1C1C(C(N)=O)=C(C)Nc2nc(-c3ccc(OC)cc3)nn21 (stereo unspecified),-8,41

# Looked up one by one from the list above, 4 records:
SMILES,RmlC RmlD mix,RT RNaseH block
COc1c2ccoc2c(OC[C@@H](O)C(C)(C)OC)c2oc(=O)ccc12,-4,·
S=C1COC(c2ccccc2)N1c1ccccc1 (stereo unspecified),-12,·
Cc1ccc(/C=C/C(=O)c2nc3ccccc3[nH]2)cc1,8,·
COc1ccc(N2CCN(C(c3cc(OC)ccc3OC)c3nnnn3CC3CCCO3)CC2)cc1 (stereo unspecified),-15,·

# 6 compounds already listed, sorted by formula weight, rising.
SMILES,RmlC RmlD mix,RT RNaseH block
S=C1COC(c2ccccc2)N1c1ccccc1 (stereo unspecified),-12,·
Cc1ccc(S(=O)(=O)N2CCN(S(C)(=O)=O)C2)cc1,-8,8
COc1cccc(Oc2cnc(N)nc2-c2ccc(OC)cc2O)c1,11,-36
COc1c2ccoc2c(OC[C@@H](O)C(C)(C)OC)c2oc(=O)ccc12,-4,·
N#CC1=C2SCN(Cc3ccco3)CN2C(=O)CC1c1ccc(Cl)cc1 (stereo unspecified),5,54*
COc1ccc(C)cc1-n1nnnc1SCc1cc(=O)n2cc(C)ccc2n1,9,-56

# Further compounds follow.
SMILES,RmlC RmlD mix,RT RNaseH block
O=C(O)c1ccc(C(=O)Nc2cccc(NC(=O)C3CCCO3)c2)cc1 (stereo unspecified),13,·
CC(C)(C)NC(=O)NC(=O)COc1ccccc1C#N,7,2
O=C(OCc1ccc(C(=O)c2ccccc2)cc1)c1cccc(-c2nnc(-c3ccccc3)o2)c1,-7,·
O=C(CSc1nc2ccccc2c(=O)[nH]1)N1CCOCC1,6,-11
CCN1CCN(C(=S)c2ccc(OCC(=O)N3CCOCC3)cc2)CC1,-11,·
Cc1ccc2ccc(C3C(=O)c4ccccc4C3=O)nc2c1,-11,·
COc1ccc(CCNC(=O)CN(C2CCCCC2)S(C)(=O)=O)cc1OC,-1,3
CCCC(=O)c1cc(F)c(N2CCN(S(=O)(=O)c3ccccc3)CC2)cc1C,-13,3
O=C(O)C1CCCCC1C(=O)NCCC(c1ccccc1)c1ccccc1 (stereo unspecified),10,·
Cc1cc2c(cc1C)CSC(c1c(O)ccc3ccccc13)SC2,2,·
Cc1ccc(-c2nc3ccccc3s2)cc1S(=O)(=O)N1CCOCC1,-1,·
N#CC1=C(N)C(C#N)(C#N)C2(CCC3(CC2)OCCO3)C2CC3(CC=C12)OCCO3 (stereo unspecified),-14,0
C=C(C)C1CC=C(C)/C(=N/NC(=O)COc2cccc3ccccc23)C1 (stereo unspecified),17,·
CN(c1ccc(S(=O)(=O)N2CCOCC2)cn1)C1CCCCC1,84,·
COc1ccc(-c2c(C)nn3c(N4CCC5(CC4)OCCO5)cc(C)nc23)cc1OC,24,·
COCCNS(=O)(=O)c1cc(F)ccc1OC,4,-6
Cn1c(=O)[nH]c(=O)c2c1nc1n2CCCS1,7,-1
O=C(CSc1nc2ccccc2s1)N1CCN(C(=O)c2ccco2)CC1,41,10
Cc1ccc(C(=O)Nc2ccc3c(c2)OCO3)cc1S(=O)(=O)N1CCCC1,9,1
Cc1nc2c3c(-c4ccccc4)nc(N4CCOCC4)nc3nn2c(C)c1CCC(=O)O,·,-5
Cc1cc(NC(=O)CSc2nnc(-c3ccc(Cl)s3)o2)no1,2,-8
Cc1cc(C(=O)OCC(=O)Nc2cccc(S(=O)(=O)N3CCOCC3)c2)c(C)o1,-10,·
CN(C)/C=c1\sc2c(C#N)cc(C(=O)c3ccc(Br)cc3)n2c1=O,-9,-48
Cc1ccc(Cn2c(Cc3ccccc3)nc3ccccc32)cc1,-9,·
Cn1c(CNc2nc(-c3ccccc3)cs2)nnc1SCC(=O)OC1CCCCC1,?,3
CCOC(=O)CSc1nc(-c2ccccc2)nc2ccccc12,5,·
CCOC(=O)C1=C(C)Nc2nc(C)nn2C1c1cc(OC)ccc1OC (stereo unspecified),38,-4
CCn1c(SCC(=O)c2ccc3ccccc3c2)nnc1-c1cccs1,-6,·
CC1C2CC(C(CN(C)C)/C2=N/O)C1(C)C (stereo unspecified),-9,1
COc1cccc(C(=O)c2c[nH]c(C(=O)NCc3cccs3)c2)c1,-3,·
C=CC1=C(C(=O)O)N2C(=O)[C@@H](NC(=O)/C(=N/OCC(=O)O)c3csc(N)n3)[C@H]2SC1,20,·
CCCCCCCCCCCCN1[C@@H](CC(C)=O)c2cc(C(F)(F)F)ccc2S1(=O)=O,8,·
Cc1ccc(-c2cc(-c3ccccc3Cl)[nH]n2)c(O)c1,13,-26
CC(C)C(=O)Nc1ccc(C(=O)NCc2cccnc2)cc1,-17,-9
Cc1ccc(Oc2nc3c(c(=O)n(Cc4ccccc4F)c(=O)n3C)n2C)cc1,14,4
CC(C)C(=O)NCCc1nc2ccccc2n1C,-9,-13
CC(C)(C)c1cc2cccnc2n1Cc1cccc(F)c1,11,·
Cn1c(-c2ccc(C=O)s2)nc2c3ccccc3c3ccccc3c21,19,·
C=CCNC(=O)CSc1nnc(-c2ccncc2)n1CCc1ccccc1,8,·
C=CCNC(=O)c1ccccc1Cl,-4,-11
O=c1c(-c2c(O)cc(O)c3c(=O)cc(-c4ccc(O)cc4)oc23)c(-c2ccc(O)cc2)oc2cc(O)cc(O)c12,-3,·
O=C(CSc1n[nH]c(-c2ccncc2)n1)NCCc1ccccc1,-9,3
CCN1/C(=C/C(C)=O)Sc2ccc(OC)cc21,-12,-33
C[C@@H](C(=O)N1CCN(C(=O)OC(C)(C)C)CC1)n1cc(CCC(=O)O)nn1,-11,·
Cc1ccc(C)c(OCCOCCN2CCOCC2)c1,5,-7
CN(CCOC(=O)c1ccco1)Cc1ccccc1,-46,·
CN1CCN(C(=O)c2cnn3c(C(F)F)cc(C4CC4)nc23)CC1,-72,-5
COc1ccc(Cl)cc1C(=O)n1nc(C)cc1C,6,-38
COc1ccc(-c2noc(CN(C)S(=O)(=O)c3ccc(C)cc3)n2)cc1,5,-38
CC(C)Cc1nnc(NC(=O)CCC(=O)Nc2ccc(F)cc2)s1,-14,·
COc1ccccc1OCC(O)Cn1c(=N)n(CCN2CCCCC2)c2ccccc21 (stereo unspecified),-15,-3
O=C(O)CCC(=O)Nc1ccc(N2CCCCC2)c(C(=O)O)c1,5,-1
N#Cc1ccc(COC(=O)Cn2nnc(-c3ccccc3)n2)cc1,-6,-13
CC(c1nc2ccccc2c(=O)[nH]1)N1CCN(C)CC1 (stereo unspecified),8,·
COc1ccc(CC(NC(C)=O)C(=O)NC2CCN(C(=O)Nc3ccc(C#N)cc3)CC2)cc1OC (stereo unspecified),-1,-4
CC(=O)Nc1ccccc1O,5,-9
CCCN(CCC)C1Cc2cc(OC)c(OC)cc2C1,-13,·
Cc1ccccc1NC(=O)c1cc(S(=O)(=O)N2CCOCC2)cs1,7,-8
Cc1cc(/C=N/NC(=O)c2ccc(CN3CCOCC3)cc2)c(C)n1-c1ccccc1,-12,·
CC(=O)c1cccc(NC(=O)N2CCc3ccccc3C2)c1,-8,-12

# The list goes on.
SMILES,RmlC RmlD mix,RT RNaseH block
COc1ccc(OC)c(NC(=O)Nc2ccc(Cl)cc2)c1,11,·
CCCCC(CC)C(=O)Nc1ccccc1C#N (stereo unspecified),-5,-2
CCOC(=O)CNC(=O)CCNS(=O)(=O)c1ccc2c(c1)c(=O)n(C)c(=O)n2C,-10,·
Cc1ccc(C(=O)c2ccc(N3CCOCC3)c(F)c2)cc1,12,·
Cc1ccc(C(=O)c2ccc(C(F)(F)F)cc2)cc1,20,·
Cc1cc(-c2ccccc2)[nH]c(=O)c1S(=O)(=O)c1ccc(Cl)cc1,?,·
COc1ccc(CNC(=O)c2cnc3n(c2=O)CCS3)cc1,10,0
CCCCNc1cc(=O)n(C)c(=O)n1C,·,3
COc1ccc(C(=O)/C=C/Nc2cccc(C)n2)cc1OC,10,-8
Cc1ccc(C2=NN(C)c3nc4ccccc4n3C2)cc1,-49,·
COc1ccc(/C=N/N2CCN(C)CC2)cc1OC,-13,·
S=C1N(c2ccccc2)C(c2ccccc2)N2CCCN12 (stereo unspecified),5,·
O=C(COc1ncnc2sccc12)Nc1ccc2c(c1)OCCO2,-9,-1
Cc1csc(NC(=O)CNC(=O)OCc2ccccc2)n1,7,-3
CC(C)OC(=O)c1cc2c(ccn2C)n1CC(=O)N1CCC(Cc2ccccc2)CC1,3,·
CC1CN(c2nc3ccccn3c(=O)c2/C=C(\C#N)S(=O)(=O)c2ccccc2)CC(C)O1 (stereo unspecified),-17,-5
COc1ccc(C(C(=O)NC2CCCC2)N(CCN2CCOCC2)C(=O)c2ccc(OC)c(OC)c2)cc1 (stereo unspecified),-19,·
COc1ccc(C(=O)N2c3cc4c(cc3C(C)=CC2(C)C)OCO4)cc1,-14,4
CC1(C)C(N(O)C(=O)Nc2ccc(Cl)cc2)N(c2ccc(Cl)cc2)C(=O)N1CC(=O)NN (stereo unspecified),-8,·
COc1ccccc1CNC(=O)c1csc(Cc2ccc(Cl)cc2)n1,2,·

# Exported with values under each structure: two of the compounds above
# The line under a structure holds: RmlC RmlD mix	RT RNaseH block
- COc1ccc(CNC(=O)c2cnc3n(c2=O)CCS3)cc1
    10	0
- CCCCNc1cc(=O)n(C)c(=O)n1C
    ·	3

# Individual results from above:
# S=C1N(c2ccccc2)C(c2ccccc2)N2CCCN12 (stereo unspecified) in RmlC RmlD mix is entered as 5
# CCCCNc1cc(=O)n(C)c(=O)n1C in RT RNaseH block is entered as 3
# Cc1ccc(C(=O)c2ccc(N3CCOCC3)c(F)c2)cc1 in RmlC RmlD mix is entered as 12

# Following part:
SMILES,RmlC RmlD mix,RT RNaseH block
CCCC(=O)C1=C(O)C(C(=O)OC)C(C)(C)CC1=NC(C)(C)C (stereo unspecified),-6,·
O=C(Nc1cccc(-c2csc(Nc3ccc(Cl)cc3)n2)c1)c1cc([N+](=O)[O-])cc(C(F)(F)F)c1,6,·
COc1ccc(OC)c(NC(=O)CCC(=O)Nc2nnc(C(F)(F)F)s2)c1,-6,4
CC1CCCC(NC(=O)COC(=O)COc2ccc(Cl)cc2)C1C (stereo unspecified),5,·
Cc1ccc(S(=O)(=O)NCC(=O)OCC(=O)c2cccs2)cc1,-18,-2
CC(NC(=O)COc1ccc(Br)cc1)C(=O)O (stereo unspecified),16,0

# From PubChem BioAssay
